Bioassay records deposited in PubChem by several laboratories.
IL1B NFkB inh – blocks IL-1B driven NFkB nuclear translocation in HUVEC cells. HUVEC IL-1B NFkB p65 nuclear translocation imaging. 94,000 tested, 0.43% active. AID 796. inhibition, % at 2 µM;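 active = inhibition above about 30% together with a positive call from visual inspection of the well image, limit read from the data; inconclusive = inhibition above a set limit but visual check negative; inactive = inhibition not above a set limit, visual check negative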;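 note: nuclear over cytoplasmic p65 intensity ratio measured by imaging; 0% = IL-1B stimulated DMSO wells and 100% = unstimulated DMSO wells; values of inactives mirror those of a sister screen read the other way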
MRP reversal – MRP-mediated drug resistance reversal; H69AR cells + 2 uM doxorubicin, CellTiter-Glo, 72 h; differential viability (reversal), % at 10 µM; 85,000 tested, 0.04% active; AID 602;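 active = viability drop by adding the cancer drug above about 55%, with treated viability meeting a 40% cutoff, limit read from the data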;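 note: viability without doxorubicin minus viability with 2 µM doxorubicin for each compound; larger differential means the compound sensitizes cells more to doxorubicin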
Bcl-B displacement – displacers of TR3 peptide from Bcl-B, primary screen, selectivity assay for Bfl-1 inhibitor project, biochemical, fluorescence polarization; 96,000 tested, 0.11% active; FP displacement of FITC-TR3 peptide from Bcl-B; higher % means a stronger effect; displacement, % at 20 µM, or IC50 in µM where a hit was titrated;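 active = displacement above 50% at 20 µM plus a fluorescence interference ratio under 1.5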;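 note: plate controls were wells without compound for no effect and wells lacking Bcl-B protein for full effect; a part of the inactive calls stands beside numbers as strong as those of hits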
IL1B NFkB pot – enhances IL-1B driven NFkB nuclear translocation; HUVEC IL-1B NFkB p65 nuclear translocation imaging; activation, % at 2 µM; 94,000 tested, 0.3% active;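 active = activation above 40%, about the mean plus 3 SD, also judged a hit on visual image review; inconclusive = activation above 40% but not a hit on visual review; inactive = activation not above 40% and no visual hit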;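 note: percent activation is computed from the nuclear over cytoplasmic p65 intensity ratio; values of inactives mirror those of a sister screen read the other way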
PLAP inhibitors HTS – PLAP enzyme inhibitors, biochemical, luminescence, HTS (AID 690) | inhibition, % at 20 µM, or IC50 in µM where a hit was titrated | purified PLAP, luminescent substrate; higher % means a stronger effect | 96,000 tested, 0.08% active; in the data active = a potency from the dose series; inactive = the rest, 99 in 100 with inhibition below about 30%; note: strong numbers were not always called active
MRP reversal cytotoxicity – second read-out of MRP reversal, no call of its own (marks repeat the call); viability, %; H69AR cells, CellTiter-Glo, 72 h; measured here: cytotoxicity without doxorubicin
MRP reversal with doxorubicin – also measured in MRP reversal; calls as there; viability, %; measured here: viability with 2 uM doxorubicin; hits give low values
IL1B NFkB inh cell count 2 µM – recorded beside IL1B NFkB inh, whose call it bears; cell count; measured here: cells passing quality filter;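 raw number of nuclei counted in each imaged well without normalization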
IL1B NFkB pot cell count 2 µM – further read-out of IL1B NFkB pot, marked with its call; cell count; measured here: cells passing quality filter
Numbers without * were called inactive; ? = inconclusive; · = not tested or not shown; & = joins results of further samples. Some of the compounds tested, so the mix of outcomes need not match the whole.

SMILES	IL1B NFkB inh	IL1B NFkB inh cell count 2 µM	MRP reversal	MRP reversal cytotoxicity	MRP reversal with doxorubicin	Bcl-B displacement	IL1B NFkB pot	IL1B NFkB pot cell count 2 µM	PLAP inhibitors HTS
Cc1nc(N)nc(Nc2ccc(Cl)cc2)c1Br	-11	168	·	·	·	-2%	11	168	-1%
O=C(NCC12CC3CC(CC(C3)C1)C2)c1cc2n(n1)C(C(F)(F)F)CC(c1ccco1)N2 (configuration not stated)	-7	160	-8	34	42	-3%	7	160	-3%
CCOC(=O)N1CCN(C(=O)CSCC(=O)Nc2nc(-c3ccc(OC)cc3)cs2)CC1	-12	133	8	89	81	2%	12	133	-32%
CCC(C)c1ccc2oc(-c3ccc(NC(=O)c4ncn[nH]4)cc3)nc2c1 (configuration not stated)	-7	118	-10	88	98	0%	7	118	-17%
O=C(CN1CCCCCC1)Nc1ccc(F)c(F)c1	4	82	-3	98	102	·	-4	82	·
COC(=O)C1(C)NC(=O)c2ccccc2N1 (configuration not stated)	·	·	-11	95	106	-1%	·	·	5%
Cc1nn(Cc2ccc(Br)cc2)c(C)c1NC(=O)c1nn(C)cc1Cl	-6	161	-4	99	103	-4%	6	161	-32%
CCc1ccc(OCC(=O)NC(=S)Nc2ccc(F)cc2)c(Br)c1	·	·	·	·	·	6%	·	·	9%
c1ccc(-n2nnc3c(N4CCOCC4)ncnc32)cc1	-19	116	4	87	83	-14%	19	116	-5%
O=C(COC(=O)c1ccc[nH]c1=O)NC1CCCC1	-38	142	2	98	96	4%	39	142	-11%
COc1ccccc1CCNC(=O)CSc1nc(-c2ccco2)cc(C(F)(F)F)n1	·	·	-2	61	63	-14%	·	·	-1%
CCC1(NC(C)=O)CC2CC1CC2NC(C)=O (configuration not stated)	-12	168	-6	90	96	-4%	12	168	3%
Cc1nnc(N(C)C(=O)Cc2ccc3c(c2)OCO3)s1	-24	102	2	95	93	·	24	102	·
Cn1c(=O)c2c(nc(CN3CCN(C(=O)c4ccco4)CC3)n2Cc2ccc(Cl)cc2)n(C)c1=O	10	110	1	54	54	0%	-10	110	-26%
CN(C)c1nc(N)nc(CSc2ncc(Cl)cc2Cl)n1	-4	180	12	99	87	-2%	4	180	12%
O=c1c(-c2nnc(SCc3ccc(Cl)cc3Cl)o2)cccn1Cc1ccccc1	-6	154	·	·	·	-5%	7	154	2%
O=C(Cn1nnc(-c2ccc(S(=O)(=O)N3CCCC3)cc2)n1)NCC1CCCO1 (configuration not stated)	1	46	5	92	87	-10%	-1	46	-1%
CCC(=O)Nc1ccc(C(=O)Nc2ccc3c(c2)C(=O)N(CC2CCCO2)C3=O)cc1 (configuration not stated)	-7	161	-9	69	79	-8%	7	161	4%
CC1CCCN(C(=O)N2c3ccccc3Sc3ccccc32)C1 (configuration not stated)	-19	168	25	108	83	1%	19	168	-1%
COc1ccccc1S(=O)Cc1ccc(C(=O)NC2CCCC2)o1 (configuration not stated)	6	78	7	80	74	6%	-6	78	-12%
O=C(Nc1cnn(Cc2ccc(Cl)cc2)c1)C1CCCC1	3	89	15	97	82	-7%	-3	89	6%
CC1=CC(C)=Nc2ccc(C)cc2N1	-16	174	-20&-8	18&21	38&28	-5%&-14%	16	174	5%&3%
N/C(COc1ccc(Cl)cc1Cl)=N\NS(=O)(=O)c1ccccc1	11	134	·	·	·	-2%	-11	134	-12%
CCN1C(=O)/C(=C/N2CCc3ccccc32)SC1=S	12	107	-1	70	72	-1%	-12	107	19%
Cc1cc(Cl)cc(C)c1OCCCCn1ccnc1	·	·	4	74	70	-12%	·	·	-1%

Five structures already listed, arranged by length of the SMILES, largest number first.
SMILES	IL1B NFkB inh	IL1B NFkB inh cell count 2 µM	MRP reversal	MRP reversal cytotoxicity	MRP reversal with doxorubicin	Bcl-B displacement	IL1B NFkB pot	IL1B NFkB pot cell count 2 µM	PLAP inhibitors HTS
N/C(COc1ccc(Cl)cc1Cl)=N\NS(=O)(=O)c1ccccc1	11	134	·	·	·	-2%	-11	134	-12%
CCc1ccc(OCC(=O)NC(=S)Nc2ccc(F)cc2)c(Br)c1	·	·	·	·	·	6%	·	·	9%
CCN1C(=O)/C(=C/N2CCc3ccccc32)SC1=S	12	107	-1	70	72	-1%	-12	107	19%
O=C(CN1CCCCCC1)Nc1ccc(F)c(F)c1	4	82	-3	98	102	·	-4	82	·
Cc1nc(N)nc(Nc2ccc(Cl)cc2)c1Br	-11	168	·	·	·	-2%	11	168	-1%

Following part:
SMILES	IL1B NFkB inh	IL1B NFkB inh cell count 2 µM	MRP reversal	MRP reversal cytotoxicity	MRP reversal with doxorubicin	Bcl-B displacement	IL1B NFkB pot	IL1B NFkB pot cell count 2 µM	PLAP inhibitors HTS
CC1(C)CC(=O)c2cnc(NC(=O)CSc3nc4ccccc4o3)nc2C1	8	109	9	100	90	·	-8	109	·
CCCCn1c(SCN2C(=O)c3ccccc3C2=O)nc2cc(S(N)(=O)=O)ccc21	·	·	21	101	80	4%	·	·	-83%
O=C(c1cc(-c2cccc(O)c2)on1)N1CCN(C(c2ccccc2)c2ccccc2)CC1	·	·	-2	5	8	0%	·	·	-44%
Cc1cccc(OCc2nnc(SCc3nc4ccccc4c(=O)[nH]3)o2)c1	-18	147	18	94	76	-8%	18	147	-14%
CCC(C)(C)n1nnnc1C(c1ccc(C)cc1)N1CCN(Cc2cccnc2)CC1 (configuration not stated)	7	184	-1	86	87	-7%	-7	184	-29%
CC(=O)Nc1ccc(S(=O)(=O)Nc2nnc(C(C)C)s2)cc1	-20	203	13	102	89	7%	20	203	-32%
CCOc1ccc(NC(=O)c2nccnc2CO)cc1	-14	119	5	85	80	0%	14	119	2%
COc1ccccc1NC(=O)c1ccccc1NS(C)(=O)=O	-7	187	6	98	92	-2%	7	187	20%
O=C1c2ccccc2C(Nc2ccc(Cl)cn2)N1c1cccnc1 (configuration not stated)	-16	184	-1	93	94	0%	16	184	8%
O=C(O)c1ccccc1C(=O)N1CC=C(c2ccccc2)CC1	-16	194	-1	82	84	5%	17	194	9%
O=C(CCSc1ccc(Cl)cc1)NC1CCCCC1	5	118	·	·	·	-3%	-5	118	4%
Cc1nc(-c2cccc(NS(C)(=O)=O)c2)cs1	-8	60	4	97	92	4%	9	60	10%
CCCc1cc(=O)oc2cc3occ(C)c3cc12	-42	122	-12	84	96	-9%	?	·	4%
CCOc1ccc(NC(=O)C2CC(=O)N=C(N)S2)cc1 (configuration not stated)	2	132	·	·	·	-2%	-2	132	6%
O=C(CCN1CCN(c2ccccc2F)CC1)c1ccc(Br)cc1	13	166	-4	8	12	1%	-13	166	-7%
COn1c(SCc2ccc(C)cc2C)nc2ccccc2c1=O	4	152	-34	31	65	-3%	-4	152	-3%
Cc1ccc(S(=O)(=O)Cc2ccc(C(=O)OCc3ccccc3)cc2)cc1	-31	64	0	99	99	-1%	31	64	30%
COC(=O)Nc1sc2c(c1C(N)=O)CCCCCC2	-3	143	-3	83	87	0%	3	143	0%
COc1ccccc1NC(=O)Cn1nc(C(F)(F)F)c2c1CCCC2	-3	139	6	94	88	-7%	3	139	-16%
CCCn1nnc(NC(=S)NC(=O)CC)n1	8	134	·	·	·	2%	-8	134	13%
O=C(NCC1COc2ccccc2O1)C1CCCN(S(=O)(=O)c2cccc3cccnc23)C1 (configuration not stated)	6	186	-4	91	95	-10%	-6	186	-54%
CCCOc1ccc(C(=O)CCNc2ccc(C)c(Cl)c2)cc1	-9	108	·	·	·	4%	9	108	-4%
Cc1ccccc1CSc1nc2c(c(=O)[nH]1)CCCC2	-13	150	10	86	77	-2%	13	150	14%
COc1ccc(Cl)cc1-c1n[nH]c(=S)n1C	-13	130	6	96	91	-6%	13	130	-2%
CCOC(=O)c1cc2c(=O)n3cccc(C)c3nc2n(Cc2ccco2)c1=NC(=O)c1ccccc1	-10	172	-9	25	33	19%	10	172	-29%

Complete entries from above. Order of screens: IL1B NFkB inh | IL1B NFkB inh cell count 2 µM | MRP reversal | MRP reversal cytotoxicity | MRP reversal with doxorubicin | Bcl-B displacement | IL1B NFkB pot | IL1B NFkB pot cell count 2 µM | PLAP inhibitors HTS
Listed for O=C(NCC1COc2ccccc2O1)C1CCCN(S(=O)(=O)c2cccc3cccnc23)C1 (configuration not stated) : 6 | 186 | -4 | 91 | 95 | -10% | -6 | 186 | -54%
Listed for COc1ccccc1NC(=O)c1ccccc1NS(C)(=O)=O : -7 | 187 | 6 | 98 | 92 | -2% | 7 | 187 | 20%
Listed for COc1ccc(Cl)cc1-c1n[nH]c(=S)n1C : -13 | 130 | 6 | 96 | 91 | -6% | 13 | 130 | -2%
Listed for O=C(O)c1ccccc1C(=O)N1CC=C(c2ccccc2)CC1 : -16 | 194 | -1 | 82 | 84 | 5% | 17 | 194 | 9%
Listed for CCCOc1ccc(C(=O)CCNc2ccc(C)c(Cl)c2)cc1 : -9 | 108 | · | · | · | 4% | 9 | 108 | -4%

(next part)
SMILES	IL1B NFkB inh	IL1B NFkB inh cell count 2 µM	MRP reversal	MRP reversal cytotoxicity	MRP reversal with doxorubicin	Bcl-B displacement	IL1B NFkB pot	IL1B NFkB pot cell count 2 µM	PLAP inhibitors HTS
CCCCNC(=O)NS(=O)(=O)c1ccc(C(=O)OC)o1	-6	61	-15	96	111	-4%	6	61	10%
CN(C)S(=O)(=O)Nc1ccc2c(c1)Cc1ccccc1-2	-15	115	-7	86	93	-2%	15	115	9%
COC(=O)C(CC(C)C)NC(=O)c1ccc(F)cc1 (configuration not stated)	7	87	-1	101	102	6%	-7	87	12%
CN(C)C(=O)C1(c2ccccc2)CCN(S(=O)(=O)c2ccccc2)CC1	-26	13	10	97	87	-6%	26	13	18%
Cc1cccc(N(Cc2ccccc2F)S(C)(=O)=O)c1	·	·	12	104	93	-9%	·	·	16%
O=S(=O)(NCc1ccccc1)c1ccc(S(=O)(=O)N(Cc2ccccn2)C2CCCC2)cc1	3	165	9	72	63	·	-3	165	·
CCC(=O)NCCc1nc2cc(NC(=O)c3ccccc3OC)ccc2n1C	-12	142	-15	70	85	-8%	12	142	-60%
COc1ccc(OC)c(C2CC(=O)C3=C(C2)NC(=O)CC3c2ccc(O)c(OC)c2)c1 (configuration not stated)	3	188	-16	69	85	-1%	-3	188	-18%
Cn1c(=O)c2c(nc(Oc3ccc4c(c3)OCO4)n2Cc2ccc(F)cc2)n(C)c1=O	-6	148	·	·	·	3%	6	148	-4%
CCCCC(=O)Nc1ccc(C(=O)NNC(=O)c2ccccc2Br)cc1	1	79	·	·	·	10%	-1	79	-19%
CC12c3ccccc3C(c3ccccc31)C1C(=O)N(Cc3cccnc3)C(=O)C12 (configuration not stated)	-6	173	·	·	·	0%	-9	151	0%
CCOC(=O)C1(CCC(C)C)CC(CSc2nc3ccccc3[nH]2)OC1=O (configuration not stated)	-14	148	7	90	84	-8%	14	148	-21%

Looked up above.
In MRP reversal with doxorubicin, CCC(=O)NCCc1nc2cc(NC(=O)c3ccccc3OC)ccc2n1C reads 85
In MRP reversal cytotoxicity, Cc1cccc(N(Cc2ccccc2F)S(C)(=O)=O)c1 reads 104
